Bioassay records (PubChem)
FLuc modulator: qHTS profiling assay for firefly luciferase inhibitor/activator using purifed enzyme and Km concentrations of substrates (counterscreen for miR-21 project); 6.9% of 360,000 active; Potency, µM (top dose mostly 57.5 µM), without a hit: at the highest dose activity change, negative = inhibition, actives largely listed as inhibitors; AID 588342, 2011; purified FLuc, Km substrates, luminescence inhibition; Luciferin 4-monooxygenase (Photinus pyralis), P08659;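 further: potency means the concentration at half of the fitted maximal effect; plate controls were vehicle for no effect and reference inhibitor for full effect; nearly all actives have a fitted effect of over 55% in size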
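Biochemical qHTS of compounds, final roughly 60 µM downward over six points, against 10 nM purified firefly luciferase using Km concentrations of substrates (10 uM D-luciferin, 10 uM ATP) in Tris acetate pH 7.5 buffer; luminescence output.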
ELG1 genotox: qHTS screen for small molecules that induce genotoxicity in human embryonic kidney (HEK293T) cells expressing luciferase-tagged ELG1; HEK293T ELG1-luciferase reporter, luminescence, 16 h; Potency, µM (top dose mostly 46 µM), inactives show at the highest dose activity change, positive = activation, most hits filed as activators; 1.3% of 330,000 active; further: potency means the concentration at half of the fitted maximal effect; % of control where 0% means no effect; nearly all actives have a fitted effect of over 60% in size
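HEK293T cells expressing luciferase-tagged ELG1 were exposed to compound or DMSO vehicle for 16 hr at 37 °C and 5% CO2. Luciferase activity was then measured with ONE-Glo after 30 min at room temperature.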
Coupling enz: qHTS Assay for Inhibitors of Fructose-1,6-bisphosphate Aldolase from Giardia Lamblia: Coupling assay counterscreen; AID 2472, 2010; 0.67% of 290,000 active; coupling enzyme system counterscreen, AmpLite Red fluorescence; activity change, negative = inhibition, % at 58.2 µM, hits read low; in the data active means activity change below about -30%; further: on the % scale 0 is the no-effect control and ±100 the full control effect
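Counterscreen lacking aldolase: glyceraldehyde-3-phosphate coupling-enzyme reagent preincubated 10 min at RT with compound (at 57.5 uM final), then substrate/coupling system with AmpLite Red added; fluorescence read at 525/598 nm after 20 min RT.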
VP16 counter: VP16 counterscreen qHTS for inhibitors of ROR gamma transcriptional activity; Drosophila S2 Gal4-VP16 UAS-luciferase, luminescence, 20 h; Potency, µM (top dose mostly 53.6 µM), for inactives: at the top dose activity, negative = inhibition, hits mostly inhibitors; 3.5% of 310,000 active; AID 2546, 2010;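 further: Gal4-VP16 expression switched on by copper sulfate through the metallothionein promoter; potency means the concentration at half of the fitted maximal effect; on the % scale 0 is the no-effect control and ±100 the full control effect; nearly all actives have a fitted effect of over 50% in size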
Giardia kill: Small Molecules that selectively kill Giardia lamblia: qHTS | activity change, % at 7.66 µM, hits read low | 0.15% of 340,000 active | Giardia lamblia trophozoite viability; in the data active means activity change below about -80%; inconclusive means between about -30% and that limit;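 further: parasites exposed to compound for two days anaerobically before the ATP read; on the % scale 0 is the no-effect control and ±100 the full control effect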
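Viability, read as ATP luminescence: trophozoites at 100 cells/well, compound added, 48 hrs anaerobic at 37 deg C, then 15-30 min room-temperature development before reading.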
uPA surface inh: qHTS for Inhibitors of Cell Surface uPA Generation. cell surface uPA generation assay, qHTS. Potency, µM (highest dose often 38.3 µM), for inactives: at the top dose activity change, negative = inhibition, actives largely listed as inhibitors. 0.31% of 330,000 active. AID 540303, 2011; active means well fitted inhibition curve with a large enough effect; inconclusive means small, poorly fitted or top-dose-only effect; inactive means no such curve, though single readings can be large or run the other way; tested in mouse RAW 264.7 cells; further: potency means the concentration at half of the fitted maximal effect; on the % scale 0 is the no-effect control and ±100 the full control effect; nearly all actives have a fitted effect of over 55% in size
Rab9 promoter act: qHTS Assay for Rab9 Promoter Activators | Potency, µM (top dose mostly 9.22 µM), inactives show at the top dose activation, negative = inhibition, hits mostly activators | 2.8% of 320,000 active | Huh7 Rab9 promoter-luciferase reporter, luminescence, 24 h; further: potency means the concentration at half of the fitted maximal effect; % of control where 0% means no effect; nearly all actives have a fitted effect of over 60% in size
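Huh7 cells stably carrying a Rab9 promoter-luciferase reporter, 1500 cells per well in OP-MEM I with 10% FBS, treated with compound 24 hours at 37C. Luciferase activity read by luminescence after 10 minutes with Amplite reagent.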
KCNH2 3.1 inh: qHTS for Inhibitors of KCHN2 3.1: Mutant qHTS; Potassium voltage-gated channel subfamily H member 2, brain isoform KCNH2 3.1 (human); U2OS KCNH2 3.1, thallium flux FluxOr; active compounds read low; activity change, % (tested at about 1.8 µM); 0.95% of 340,000 active; AID 720553, 2013;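 active means maximum activity change below -70%; inconclusive means maximum activity change from -70% to -50%; inactive means maximum activity change above -50%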;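 further: thallium influx rate constant from kinetic fluorescence after stimulation buffer; on the % scale 0 is the no-effect control and ±100 the full control effect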
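Channel expression came from 3.1 mutant virus (1.77 x 10^8 /mL) applied to suspended U2OS cells for 4 h. Flux was tracked with FluxOr dye plus Red40 quencher, and kinetic rate constants normalized to controls.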
RORg inh: qHTS for inhibitors of ROR gamma transcriptional activity. Nuclear receptor ROR-gamma (Mus musculus), P51450. Drosophila S2 Gal4-RORgamma UAS-luciferase reporter, 20 h. Potency, µM (highest dose often 53.6 µM), for inactives: top-dose activity change, negative = inhibition, actives largely listed as inhibitors. 5.4% of 310,000 active; further: potency means the concentration at half of the fitted maximal effect; on the % scale 0 is the no-effect control and ±100 the full control effect; nearly all actives have a fitted effect of over 60% in size
Target sequence (P51450 whole entry, looked up, the tested form may be a part): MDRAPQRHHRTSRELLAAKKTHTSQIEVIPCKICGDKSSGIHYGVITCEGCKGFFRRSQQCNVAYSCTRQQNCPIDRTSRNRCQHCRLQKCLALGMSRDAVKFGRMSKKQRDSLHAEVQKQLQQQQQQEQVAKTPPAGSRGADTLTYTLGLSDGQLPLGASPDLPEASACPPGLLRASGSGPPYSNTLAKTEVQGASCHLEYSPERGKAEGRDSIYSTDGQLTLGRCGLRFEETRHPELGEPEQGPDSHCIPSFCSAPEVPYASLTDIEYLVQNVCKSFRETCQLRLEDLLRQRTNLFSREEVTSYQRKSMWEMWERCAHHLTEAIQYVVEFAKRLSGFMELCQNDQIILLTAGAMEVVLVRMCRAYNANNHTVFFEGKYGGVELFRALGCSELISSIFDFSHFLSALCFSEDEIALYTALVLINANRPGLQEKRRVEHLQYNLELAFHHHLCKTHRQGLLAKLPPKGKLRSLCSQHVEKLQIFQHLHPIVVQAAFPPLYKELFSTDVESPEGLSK
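Using a luciferase readout, inhibitors were identified by reduced reporter activity in Drosophila cells coexpressing a copper-inducible Gal4–ROR gamma fusion and UAS-driven Photinus luciferase, incubated 20 hr after 700 uM copper sulfate.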
Tb PFK inh: qHTS Assay to Find Inhibitors of T. brucei phosphofructokinase | T. brucei PFK, ADP-Glo luminescence | Potency, µM (highest dose often 57.5 µM), without a hit: at the top dose activity, negative = inhibition, most hits filed as inhibitors | 0.17% of 330,000 active | ATP-dependent 6-phosphofructokinase (Trypanosoma brucei brucei), O15648 | AID 485367, 2010;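 further: potency means the concentration at half of the fitted maximal effect; 0% = uninhibited 1x PFK enzyme wells and -100% = no-enzyme wells; nearly all actives have a fitted effect of over 60% in size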
Target sequence (O15648 whole entry, looked up): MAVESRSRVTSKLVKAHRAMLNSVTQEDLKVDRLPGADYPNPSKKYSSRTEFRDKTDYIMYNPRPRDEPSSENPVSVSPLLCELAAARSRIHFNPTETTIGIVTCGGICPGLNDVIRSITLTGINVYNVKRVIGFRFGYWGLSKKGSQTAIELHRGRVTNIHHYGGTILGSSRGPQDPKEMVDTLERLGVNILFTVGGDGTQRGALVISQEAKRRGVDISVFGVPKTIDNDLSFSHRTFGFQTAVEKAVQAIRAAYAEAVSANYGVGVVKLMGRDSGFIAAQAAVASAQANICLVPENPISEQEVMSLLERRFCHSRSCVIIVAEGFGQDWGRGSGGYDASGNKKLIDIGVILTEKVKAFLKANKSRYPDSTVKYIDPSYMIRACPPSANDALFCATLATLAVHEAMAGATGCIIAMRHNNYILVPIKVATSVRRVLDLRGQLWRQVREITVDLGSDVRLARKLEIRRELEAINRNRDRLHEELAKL
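ADP-Glo luminescence quantified ADP after 45 min at room temperature, with 1.25 nM T. brucei PFK, 0.1 mM ATP and 0.5 mM fructose-6-phosphate in pH 8.0 TEA buffer. qHTS titrations up to 57 µM; curves classified by quality.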
NPC1 promoter act: qHTS Assay for NPC1 Promoter Activators. Huh7 NPC1 promoter luciferase reporter, 24 h. Potency, µM (top dose mostly 9.22 µM), inactives show at the highest dose activation, most hits filed as activators. 2.4% of 320,000 active. AID 485313, 2010;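 further: potency means the concentration at half of the fitted maximal effect; % of control where 0% means no effect; nearly all actives have a fitted effect of over 60% in size; reporter is driven by a mutant NPC1 promoter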
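In 1536-well qHTS, Huh7 cells harboring an NPC1 promoter–luciferase construct received compound for 24 h; activation was quantified by luminescence following luciferase reagent addition.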
Numbers without * were called inactive; ? = inconclusive; · = not tested or not shown; [ ] = dose if it differs, or a comment. Unless noted, the call rests on the fitted dose curve; in most records, active means well fitted curve in the direction sought with a large enough effect; inconclusive means small, poorly fitted or top-dose-only effect, or another doubt; inactive means no such curve, though single readings can be large; an effect the other way counts as inactive or inconclusive.

SMILES | FLuc modulator | ELG1 genotox | Coupling enz | VP16 counter | Giardia kill | uPA surface inh | Rab9 promoter act | KCNH2 3.1 inh | RORg inh | Tb PFK inh | NPC1 promoter act
Nc1ccc(OC(=O)Nc2ccc(O)cc2)cc1 | ? | -6% | -26 | 26% | 10 | -14% | -9% | -14 | -26% | -10% | -4%
CCCS(=O)(=O)N1CCCC(C(=O)NC(C)c2ccc3c(c2)OCCO3)C1 (stereo not given) | 2% | 2% | 0 | -5% | 4 | 6% | -1% | 1 | -6% | -3% | -3%
CCCCC(=O)NS(=O)(=O)c1ccc(N=NN(CC)CC)cc1 | -9% | 1% | 4 | -12% | 25 | 14% | -6% | -21 | 10% | -4% | -1%
CC(=O)Nc1ccc(NC(=O)CN(C)S(=O)(=O)c2ccc3c(c2)CCC(=O)N3)cc1 | 0% | 1% | · | 0% | -4 | -5% | 0% | -8 | -3% | 1% | -2%
Cc1ccc(-c2nc3ccc(NS(=O)(=O)c4ccccc4)cc3[nH]2)o1 | 12µM* | ? | -15 | -5% | 1 | 3% | ? | -3 | 22% | 3% | 4µM*
COc1ccc(N(CC(=O)NC2CCCC2)C(=O)c2ccc(C)s2)cc1OC | 2% | -1% | 2 | -8% | 14 | 12% | 2% | 12 | -15% | 4% | 2%
Cc1sc2ncn(CC(=O)N3CCCCC3)c(=O)c2c1C | 1% | 0% | 0 | 1% | -12 | 6% | 1% | 8 | 31% | 3% | -1%
O=C(NCCC(=O)N1CCC2(CC1)NCCc1[nH]cnc12)c1cccc(Cl)c1 | 11% | -2% | · | 1% | 6 | 0% | -8% | -28 | -6% | 1% | -7%
NC(=O)C1CCN(CC(O)COc2ccc(-c3ccccc3)cc2)CC1 (stereo not given) | 3% | -5% | 0 | -5% | 2 | 5% | -2% | -86* | -17% | -1% | 2%
CCN(CC)S(=O)(=O)c1ccc(OC)c(NC(=O)c2cc([N+](=O)[O-])ccc2Cl)c1 | -1% | 2% | -1 | -5% | 10 | -8% | -3% | -4 | -9% | 8% | -2%
OC(COc1ccccc1F)CN1CCC(Cc2ccccc2)CC1 (stereo not given) | 0% | -6% | -5 | -1% | 6 | 13% | 3% | ? | -31% | 0% | -1%
CC(C)Cc1nnc(NC(=O)CSc2nc(N)cc(=O)[nH]2)s1 | -3% | 3% | 3 | -5% | -9 | 0% | 13% | 2 | 0% | 1% | 4%
O=C(COC(=O)/C=C/c1ccc(OC(F)F)cc1)Nc1cccc(S(=O)(=O)N2CCCC2)c1 | 19µM* | 9% | · | · | 6 | -14% | -7% | -85* | · | 1% | 0%
COc1ccc(C2CC(c3ccc(OC)cc3)n3nc(N)nc3N2)cc1 (stereo not given) | 3% | 0% | 4 | 11% | -24 | 3% | -2% | 4 | 9% | -7% | -2%
CCOC(=O)c1c(-c2ccc(-c3ccccc3)cc2)csc1NC(=O)c1cccc(N2C(=O)CCC2=O)c1 | -1% | -3% | 0 | -6% | 9 | -3% | -6% | 5 | 27% | 0% | -4%
Cc1cc(=O)oc2c(C(=O)/C=C/c3ccccc3)c(O)ccc12 | 2% | -1% | 0 | -21% | 13 | -3% | 1% | 6 | -1% | 2% | 12%
Cc1ccc(-n2c(SCC(=O)N3CCC(C(=O)O)CC3)nc3ccccc3c2=O)cc1C | 13µM* | 15µM* | -2 | ? | 24 | -1% | 2.8µM* | -3 | ? | -22% | 3.5µM*
COc1ccc(C(CNC(=O)c2cc(SC)ccc2Cl)N(C)C)cc1 (stereo not given) | 0% | -5% | 1 | -3% | -5 | -5% | -1% | 11 | -2% | 1% | -6%
COc1cc(NC(=O)NS(=O)(=O)c2ccc(C)cc2)cc(OC)c1 | 1% | -2% | -3 | -1% | 6 | -3% | 3% | -5 | -35% | -3% | 14%
CCN(CC(=O)N1CCCC1)S(=O)(=O)c1ccc(OC)cc1 | 0% | 0% | 3 | 2% | 21 | 0% | -1% | 1 | 24% | 1% | -3%
CCOC1=NN(c2ncc(C(F)(F)F)cc2Cl)C(=O)/C1=C/N(C)C | 0% | 2% | 1 | -1% | ? | 9% | -34%[inhibitor] | 10 | 14% | -4% | -4%
Cc1c(NC(=O)c2c(O)c3ccccc3n(C)c2=O)c(=O)n(-c2ccccc2)n1C | -3% | 0% | 3 | -4% | 27 | -3% | 1% | 6 | 6% | 2% | -1%
Cc1cc(C)c2c(N)c(C(=O)Nc3ccc(F)cc3)sc2n1 | 1.5µM* | ? | -8 | -16% | 27 | -20% | 0.5µM* | 0 | ? | 0% | 0.71µM*
COc1ccccc1CNC(=O)C1=CCN(S(=O)(=O)c2ccc(C)cc2)CC1 | 2% | -4% | 0 | 3% | -13 | -5% | 0% | 0 | -3% | 0% | 1%
O=C(CN1CCCCCC1)Nc1cc([N+](=O)[O-])ccc1Cl | -3% | -10% | 1 | -5% | 8 | 3% | -2% | 9 | -29% | 0% | 0%

Reprinted at random: 3 entries already listed
SMILES | FLuc modulator | ELG1 genotox | Coupling enz | VP16 counter | Giardia kill | uPA surface inh | Rab9 promoter act | KCNH2 3.1 inh | RORg inh | Tb PFK inh | NPC1 promoter act
CCN(CC)S(=O)(=O)c1ccc(OC)c(NC(=O)c2cc([N+](=O)[O-])ccc2Cl)c1 | -1% | 2% | -1 | -5% | 10 | -8% | -3% | -4 | -9% | 8% | -2%
CC(=O)Nc1ccc(NC(=O)CN(C)S(=O)(=O)c2ccc3c(c2)CCC(=O)N3)cc1 | 0% | 1% | · | 0% | -4 | -5% | 0% | -8 | -3% | 1% | -2%
CCCCC(=O)NS(=O)(=O)c1ccc(N=NN(CC)CC)cc1 | -9% | 1% | 4 | -12% | 25 | 14% | -6% | -21 | 10% | -4% | -1%

Next section:
SMILES | FLuc modulator | ELG1 genotox | Coupling enz | VP16 counter | Giardia kill | uPA surface inh | Rab9 promoter act | KCNH2 3.1 inh | RORg inh | Tb PFK inh | NPC1 promoter act
Cc1onc(C(=O)N2CCN(C(c3ccccc3)c3ccccc3)CC2)c1[N+](=O)[O-] | 5% | -6% | 7 | 21% | 6 | 10µM* | -49%[inhibitor] | 5 | -30% | 1% | -15%
CCOC(=O)Cc1csc(-n2sc3ccccc3c2=O)n1 | 9.5µM* | ? | 3 | ? | 1 | 9% | 28% | 4 | 11µM* | 11µM* | 22%
CC1(C)C(=O)Nc2ccccc2N1C(=O)COC(=O)/C=C/c1ccc(OC(F)F)cc1 | 5% | 2% | · | · | 13 | 1% | -2% | -27 | · | 0% | -3%
Cc1nc(Nc2ccc(S(N)(=O)=O)cc2)oc1C | 0% | 1% | 0 | -9% | -6 | 4% | 0% | 6 | -2% | -4% | -2%
C=CCc1ccccc1OCC(O)CN1CCN(CCN2C(=O)c3cccc4cccc(c34)C2=O)CC1 (stereo not given) | -13% | -14% | -10 | 11µM* | -19 | -6% | -12% | -12 | -97% | -1% | 1%
CN1CCN(CC(C)(C)NS(=O)(=O)c2ccccc2)CC1 | · | 5% | · | · | -2 | -10% | · | 15 | · | 1% | ·
O=C1C2C3C=CC(C3)C2C(=O)N1Cc1ccccc1 (stereo not given) | 8% | -6% | 6 | 0% | 12 | 11% | -5% | 1 | -9% | -3% | 0%
Cc1cnc(NC(=O)c2ccc3c(c2)OCCO3)s1 | 0.11µM* | ? | · | · | -91* | ? | 0.1µM* | 8 | · | 5% | ?
NC(=O)c1c(NC(=O)Cn2nc(C(=O)O)c3ccccc3c2=O)sc2c1CCC2 | 1% | 2% | 2 | 1% | -1 | 3% | 1% | 7 | 17% | 1% | -1%
O=C(NC1=NCCS1)c1ccc(Cl)c(S(=O)(=O)N2CCCC2)c1 | -9% | -1% | 5 | 12% | 9 | 5% | 0% | 11 | -5% | 1% | -1%
Cc1cc2ccccc2n2c(SCC(=O)Nc3ccc(S(=O)(=O)N4CCC(C)CC4)cc3)nnc12 | 2% | -3% | -1 | 3% | -3 | -10% | 0% | 9 | 29% | -1% | -7%

Printed as active in uPA surface inh, among the entries above:
Structure,uPA surface inh,Rab9 promoter act,RORg inh,Tb PFK inh,NPC1 promoter act
Cc1onc(C(=O)N2CCN(C(c3ccccc3)c3ccccc3)CC2)c1[N+](=O)[O-],10µM*,-49%[inhibitor],-30%,1%,-15%
